Source: PubChem
NPSR antag = antagonists of human neuropeptide S receptor cAMP signaling; Q6W5P4; CHO-NPSR cells, cAMP TR-FRET, antagonist mode; Potency, µM (top dose mostly 38.3 µM), inactives show at the top dose activity change, negative = inhibition, usual class: inhibitors; hit rate 1% among 220,000; AID 1461; further: potency means the concentration at half of the fitted maximal effect; on the % scale 0 is the no-effect control and ±100 the full control effect; nearly all actives have a fitted effect of over 50% in size; many of its hits are not listed in these tables
Target sequence (Q6W5P4 whole entry, looked up): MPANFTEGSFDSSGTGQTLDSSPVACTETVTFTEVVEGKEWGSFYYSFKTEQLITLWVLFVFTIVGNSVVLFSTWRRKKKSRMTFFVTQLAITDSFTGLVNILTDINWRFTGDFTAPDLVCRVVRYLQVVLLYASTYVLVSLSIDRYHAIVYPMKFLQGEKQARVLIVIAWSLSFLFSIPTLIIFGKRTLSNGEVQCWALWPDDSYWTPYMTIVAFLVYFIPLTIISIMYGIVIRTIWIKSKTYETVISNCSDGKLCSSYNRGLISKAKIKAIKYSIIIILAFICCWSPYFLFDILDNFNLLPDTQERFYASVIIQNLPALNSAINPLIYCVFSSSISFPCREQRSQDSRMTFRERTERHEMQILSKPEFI
IMPase Li cell = IMPase inhibition in cells with lithium potentiation; Potency, µM (titrated, usually from 59.4 µM), inactives show top-dose activity, negative = IMPase inhibition, hits mostly inhibitors; CHO-M1 cells, IP1 TR-FRET (IP-One), carbachol + lithium; hit rate 0.35% among 210,000; AID 1457;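 further: IP1 builds up when IMPase is blocked and the TR-FRET signal falls; potency means the concentration at half of the fitted maximal effect; plate controls were basal vehicle for no effect and high inhibitor control for full effect; nearly all actives have a fitted effect of over 50% in size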
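CHO cells stably expressing M1 receptor (2000/well) were cultured 16–30 h, then exposed to compounds with a small lithium addition for 30 min at 37C. IP1 was measured by TR-FRET competition; AC50 from Hill fits.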
Epigenetic derep = epigenetic control regulation, reporter derepression; murine LDR cells, GFP reporter derepression, 30 h; AID 1865; Potency, µM (highest dose often 53.9 µM), inactives show at the top dose GFP activation, usual class: activators; hit rate 0.2% among 280,000; further: potency means the concentration at half of the fitted maximal effect; % of control where 0% means no effect; nearly all actives have a fitted effect of over 60% in size
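Murine LDR cells bearing a silenced CMV-driven GFP reporter were exposed to compound for 30 h at 37 C. After PBS washes, GFP-positive cells (20-120 um objects) counted by laser-scanning microplate cytometry.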
CBFb-RUNX1 inh = blocks binding between human CBF-beta and RUNX1; Q01196+Q13951; AlphaScreen CBFb-His/RUNX1-biotin binding, biochemical; Potency, µM (highest dose often 59.8 µM), inactives show at the highest dose activity, negative = inhibition, most hits filed as inhibitors; 230,000 tested, under 10 active; further: % of control where 0% means no effect
Target sequence (Q01196 whole entry, looked up): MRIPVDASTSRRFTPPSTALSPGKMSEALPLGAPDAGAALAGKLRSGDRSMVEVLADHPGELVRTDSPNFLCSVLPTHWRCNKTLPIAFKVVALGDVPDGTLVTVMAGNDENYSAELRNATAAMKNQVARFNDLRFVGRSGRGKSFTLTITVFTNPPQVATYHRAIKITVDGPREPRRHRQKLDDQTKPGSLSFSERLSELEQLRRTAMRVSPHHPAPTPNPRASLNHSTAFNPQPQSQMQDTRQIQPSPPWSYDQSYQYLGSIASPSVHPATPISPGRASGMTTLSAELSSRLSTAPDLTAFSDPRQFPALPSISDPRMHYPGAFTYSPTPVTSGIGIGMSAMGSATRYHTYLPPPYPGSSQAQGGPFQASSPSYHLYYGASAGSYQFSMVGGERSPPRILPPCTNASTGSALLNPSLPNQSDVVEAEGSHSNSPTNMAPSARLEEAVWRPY
Target sequence (Q13951 whole entry, looked up): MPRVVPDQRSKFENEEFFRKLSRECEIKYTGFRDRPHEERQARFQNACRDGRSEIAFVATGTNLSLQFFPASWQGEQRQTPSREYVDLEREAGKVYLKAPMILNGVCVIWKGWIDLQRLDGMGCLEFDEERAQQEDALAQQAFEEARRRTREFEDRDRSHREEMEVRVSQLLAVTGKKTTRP
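CBF-beta (His) and RUNX1 (biotin), 30 nM each; 20 min preassociation; + compound, 15 min; + beads 50 ng each (Ni, streptavidin), 90 min; RT; AlphaScreen read.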
HttQ103 aggreg = mutant huntingtin aggregation inhibition; PC12 HttQ103-GFP aggregates, Acumen cytometry, 40 h; Potency, µM (doses to about 46.1 µM), without a hit: at the highest dose activity change, negative = inhibition, usual class: inhibitors; hit rate 1.1% among 220,000; further: potency means the concentration at half of the fitted maximal effect; on the % scale 0 is the no-effect control and ±100 the full control effect; nearly all actives have a fitted effect of over 60% in size
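Compounds (qHTS titration) were added to PC12 cells expressing an ecdysone-driven HTT exon 1 Q103–GFP fusion after induction with 100 nM tebufenozide. Aggregate formation was measured as GFP objects in cell lysates.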
LMNA splice mod = modulators of lamin A splicing; HeLa LMNA splicing GFP/RFP minigene ratio, 48 h; Potency, µM (titrated, usually from 46.1 µM), without a hit: at the top dose ratio change, negative = inhibition, most hits filed as inhibitors; hit rate 0.01% among 200,000; AID 1487; active means well fitted inhibition curve with a large enough effect in the signal ratio, with a control signal flat, not every such curve was filed as active; inconclusive means small, poorly fitted or top-dose-only effect, or effect the other way, or a change in a side signal; the % refers to the signal ratio; further: potency means the concentration at half of the fitted maximal effect; on the % scale 0 is the no-effect control and ±100 the full control effect
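S3 HeLa stable clones carrying a lamin A-EGFP splicing minigene plus DsRed2 were seeded at 600 cells/well in Opti-MEM with 2% FBS, pin-dosed and incubated 48 h at 37°C. Acumen cytometry (488 nm) gave the GFP/RFP total-intensity ratio.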
KinaseGlo FLuc = counter-screen: inhibitors of Kinase-Glo firefly luciferase; Q27757; Kinase-Glo luciferase, ATP luminescence, 8 min; Potency, µM (doses to about 38.3 µM), for the others: at the top dose activity change, negative = inhibition, hits mostly inhibitors; hit rate 0.28% among 200,000; further: potency means the concentration at half of the fitted maximal effect; on the % scale 0 is the no-effect control and ±100 the full control effect; nearly all actives have a fitted effect of over 60% in size
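Luminescence was the read-out, taken after 8-minute incubation at ambient temperature. Luciferase turned over luciferin with 10 uM ATP in imidazole pH 7.2 buffer containing KCl, MgCl2, Tween 20 and BSA.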
The depositor's hits bear a star; ? = inconclusive; . = no result given; [ ] = dose if it differs, or a comment. Unless noted, the call rests on the fitted dose curve; in most records, active means well fitted curve in the direction sought with a large enough effect; inconclusive means small, poorly fitted or top-dose-only effect, or another doubt; inactive means no such curve, though single readings can be large; an effect the other way counts as inactive or inconclusive.

(1) CC(=O)C1=C(O)C(=O)N(c2nnn(C)n2)C1c1cccs1 (stereo not drawn)
(2) CCOC(=O)CNC(=O)CSc1nnc(-c2ccncc2)n1-c1ccc(Cl)cc1
(3) Cc1nc(Nc2ccccc2)sc1C(=O)c1ccccc1
(4) C/C(CCc1ccccc1)=N\NC(=O)c1ccccc1[N+](=O)[O-]
(5) Cc1cc(Nc2ccccc2O)c2ccccc2n1
(6) CC1CN(S(=O)(=O)c2ccc(C(=O)Nc3nnc(-c4ccccn4)o3)cc2)CC(C)O1 (stereo not drawn)
(7) CCCc1ccc(-c2cc(NC(=O)CSc3nnc(N)s3)n(-c3ccccc3)n2)cc1
(8) O=C(C1=C[C@H](c2ccc(Br)cc2)C[C@H](OCc2ccc(CO)cc2)O1)N1CCN(Cc2ccc3c(c2)OCO3)CC1
(9) CCCCCCCCCCSc1n[nH]c(NC(C)=O)n1
(10) COCCCNC(=O)c1c(F)c(F)c(F)c(F)c1F
Screen / compound no. | 1 | 2 | 3 | 4 | 5 | 6 | 7 | 8 | 9 | 10
NPSR antag | 8%[46.1 µM] | -2%[46.1 µM] | 28% | 4% | -11% | 2% | -20%[46.1 µM] | ? | -9%[46.1 µM] | 2%[46.1 µM]
IMPase Li cell | 16%[38.3 µM] | -11%[38.3 µM] | . | -6% | 6% | -6% | . | 3% | 6%[38.3 µM] | -3%[38.3 µM]
Epigenetic derep | 1.0% | 1.9% | -1.3% | -1.0% | -0.1% | 5.0% | 0.0% | 1.5% | 0.8% | -4.1%
CBFb-RUNX1 inh | -3% | 1% | 13% | -8% | 0% | ? | -4% | -23% | 1% | 1%
HttQ103 aggreg | -6% | -11% | -7%[9.22 µM] | -7% | -20%[9.22 µM] | -8% | -3% | 20%[9.22 µM] | -6% | -7%
LMNA splice mod | -8% | 3% | . | ? | . | 11%[9.22 µM] | ? | . | 7% | -4%
KinaseGlo FLuc | 5% | -5% | . | 1% | 1% | 0% | . | . | -4% | 1%

(11) Cc1sc2ncnc(N/N=C/c3ccc(O)cc3)c2c1C
(12) COc1ccc(N(C(=O)c2ccc(C)cc2)S(=O)(=O)c2cccs2)cc1
(13) CC(=O)N(CCCc1ccc(C(C)(C)C)cc1)CCCN(C)C
(14) CCCCn1nnnc1SCC(=O)N1CCCC1
(15) O=C(Cn1c(=S)[nH]c2ccccc2c1=O)N1CCc2ccccc2C1
(16) Cc1cc(C)cc(OCc2nnc(N)s2)c1
(17) O=C(/C=C/c1cccc(Cl)c1)OCc1cn2cc(Cl)ccc2n1
(18) COc1ccc(CCNC(=O)C2=COCCO2)cc1
(19) COc1cccc(N2CCN(C(=O)Nc3ccc4c(c3)NC(=O)CO4)CC2)c1
(20) CCn1c(C)nc2cc(S(N)(=O)=O)ccc21
Screen / compound no. | 11 | 12 | 13 | 14 | 15 | 16 | 17 | 18 | 19 | 20
NPSR antag | 6% | -21% | -28%[7.67 µM] | 4%[46.1 µM] | -31% | 9% | -14% | 15%[46.1 µM] | -11%[46.1 µM] | -26%
IMPase Li cell | 5% | 9% | -12%[38.3 µM] | 0%[38.3 µM] | ? | . | 11% | 4% | -5%[38.3 µM] | 1%
Epigenetic derep | 0.0% | -1.3% | 0.3% | 0.0% | -2.2% | 0.1% | 2.2% | -1.2% | 0.0% | 0.1%
CBFb-RUNX1 inh | -15% | 6% | -1% | 7% | 7% | 9% | 3% | 25% | -3% | 2%
HttQ103 aggreg | -31% | 7% | -14% | -18% | 44% | -1%[9.22 µM] | 2% | -5% | 0% | 9%[9.22 µM]
LMNA splice mod | ? | ? | ? | 3% | . | . | -8%[46 µM] | -5% | 5% | -12%[46 µM]
KinaseGlo FLuc | 0% | -3% | -6% | -5% | 1% | . | 1% | -2% | -3% | -4%

(21) CN1CCC(=NOc2ccc([N+](=O)[O-])cc2)CC1
(22) Cc1cccc(N2C(=O)/C(=C/c3ccccn3)SC2=S)c1
(23) CCOC(=O)c1ccc(S(=O)(=O)N(CCO)Cc2cc3cc(OC)c(OC)cc3[nH]c2=O)cc1
(24) CCn1c(=O)c2c(nc3n2CCN3c2ccccc2)n(C)c1=O
(25) CCOC(=O)c1nc(NNC(C)=O)sc1C
(26) Oc1ccc(/C=N/NC2=NCCCCC2)c(O)c1
(27) CC(C)c1ccccc1NC(=O)Cn1c(/C=C/c2ccccc2)nc2ccccc21
(28) CCc1cc2ccc(OC)cc2nc1SCC(=O)NNC(C)=O
(29) COc1cc(/C=N/NC(N)=S)ccc1OCC(=O)Nc1ccc(C)c(C)c1
(30) COc1ccc(C2=NOC3(CC(=O)N(c4ccc5ccccc5c4)C3=O)C2)c(OC)c1 (stereo not drawn)
Screen / compound no. | 21 | 22 | 23 | 24 | 25 | 26 | 27 | 28 | 29 | 30
NPSR antag | -1% | 4%[7.67 µM] | 6% | 17% | 3% | -1%[46.1 µM] | -49% | 8% | -18%[46.1 µM] | -18%[46.1 µM]
IMPase Li cell | -5% | . | . | -3% | 8% | 21%[38.3 µM] | . | -1% | -4%[38.3 µM] | -3%[38.3 µM]
Epigenetic derep | -1.1% | 1.4% | -1.8% | -3.9% | -0.6% | -1.7% | 1.1% | -6.3% | 0.0% | -0.4%
CBFb-RUNX1 inh | 1% | -3% | 6% | -19% | 9% | -3% | 14% | 1% | 3% | -15%
HttQ103 aggreg | 9%[9.22 µM] | 4%[9.22 µM] | -15%[9.22 µM] | 6% | 0% | -15%[9.22 µM] | -17%[9.22 µM] | -13%[9.22 µM] | 30% | -1%
LMNA splice mod | 18%[46 µM] | . | . | ? | 3%[46 µM] | 6% | . | . | ? | 2%
KinaseGlo FLuc | -3% | . | . | 2% | 1% | -9% | . | 2% | 1% | 0%

Looked up by structure from the list above, 2 records:
(22) Cc1cccc(N2C(=O)/C(=C/c3ccccn3)SC2=S)c1
(25) CCOC(=O)c1nc(NNC(C)=O)sc1C
Screen / compound no. | 22 | 25
NPSR antag | 4%[7.67 µM] | 3%
IMPase Li cell | . | 8%
Epigenetic derep | 1.4% | -0.6%
CBFb-RUNX1 inh | -3% | 9%
HttQ103 aggreg | 4%[9.22 µM] | 0%
LMNA splice mod | . | 3%[46 µM]
KinaseGlo FLuc | . | 1%

Continuation:
(31) N#Cc1ccc(-c2nc3ccccc3nc2-c2ccccc2)cc1C#N
(32) CCC(C(=O)NNC(=O)c1cnccn1)c1ccccc1 (stereo not drawn)
(33) CC(C)NC(=S)N/N=C/c1c[nH]c2ccccc12
(34) COc1ccccc1NC(=O)COc1cc(C)nc(C(C)C)n1
(35) CC(C)CN(CC(C)C)S(=O)(=O)N1CCC(C(=O)NCc2ccc(F)cc2)CC1
(36) Cc1cc(-c2nnc(-c3cccc(Cl)c3)o2)no1
(37) CCCCCc1nnc(NC(=O)C(=O)OCC)s1
(38) N/C(=N\OC(=O)COc1ccccc1)c1ccccn1
(39) Cc1ccc(Cc2cnc(NC(=O)/C(C#N)=C/c3ccc(-c4cccc([N+](=O)[O-])c4)o3)s2)cc1
(40) CN(Cc1ccccc1)C(=O)COC(=O)Cn1cnc2ccccc21
Screen / compound no. | 31 | 32 | 33 | 34 | 35 | 36 | 37 | 38 | 39 | 40
NPSR antag | -53% | 16% | -1% | -11%[46.1 µM] | ? | -7% | -9%[46.1 µM] | 30% | 2%[46.1 µM] | 19%
IMPase Li cell | 2% | 3% | -5% | 19%[38.3 µM] | 3%[38.3 µM] | . | -18%[38.3 µM] | -5% | 1%[38.3 µM] | -1%
Epigenetic derep | 7.4% | -3.2% | 1.3% | 1.2% | -0.9% | -0.1% | -2.3% | 0.0% | -0.2% | -7.7%
CBFb-RUNX1 inh | -2% | 4% | -1% | 0% | 8% | 4% | 2% | 2% | 1% | 21%
HttQ103 aggreg | 15% | 7.9µM* | 8% | -22% | -10% | -11%[9.22 µM] | 17% | 5% | 13% | 31%
LMNA splice mod | ? | ? | ? | -1% | 6% | . | 0% | -10% | 7% | .
KinaseGlo FLuc | 1% | 1% | -1% | 0% | 3% | . | 1% | -5% | 1% | 2%

(41) O=c1[nH]c2cccnc2c2ccsc12
(42) Cc1cc(C)n2nc(SCc3ccccc3)nc2n1
(43) CC(C)(O)C1=NOC(c2ccccc2)C1 (stereo not drawn)
(44) CCOC(=O)C1(Cc2cccc(OC)c2)CCN(C/C=C/c2ccc(OC)cc2)CC1
(45) COc1ccc(/C=c2/sc3nc(-c4ccccc4)c(-c4ccccc4)n3c2=O)cc1
(46) O=C(COC(=O)C1=Cc2ccccc2OC1)NC1CCCC1
(47) Cc1ccc(NC(=O)/C(=C/c2cccc([N+](=O)[O-])c2)NC(=O)C2CCCCC2)cc1
(48) CSCCC(NC(=O)c1cccc(S(=O)(=O)N2CCOCC2)c1)C(=O)Nc1cccc(C)c1 (stereo not drawn)
(49) O=C(O)/C=C/c1cn(Cc2ccccc2)nc1-c1ccc(Cl)cc1
(50) CCc1cc(-c2n[nH]c(=S)n2N)n(C)n1
(51) NC(=O)C1CCN(c2nc(-c3ccccc3)nc3c2oc2ccccc23)CC1
(52) S=c1[nH]nc(-c2ccccn2)n1/N=C/c1ccc(Cl)cc1
Screen / compound no. | 41 | 42 | 43 | 44 | 45 | 46 | 47 | 48 | 49 | 50 | 51 | 52
NPSR antag | -18% | -1%[7.67 µM] | -8%[46.1 µM] | 37% | 7% | -6%[46.1 µM] | -12%[46.1 µM] | -8% | -25% | -16%[46.1 µM] | -13%[46.1 µM] | 19%
IMPase Li cell | 4% | . | 17%[38.3 µM] | 8% | -5% | 16%[38.3 µM] | 17%[38.3 µM] | 4% | 4% | -8%[38.3 µM] | -7%[38.3 µM] | .
Epigenetic derep | -1.1% | 1.1% | 0.0% | -1.2% | 7.3% | 0.9% | 0.0% | -1.8% | -1.3% | 5.3% | -2.2% | -0.3%
CBFb-RUNX1 inh | -4% | 2% | 19% | -1% | -5% | 9% | -3% | 0% | 7% | 4% | -4% | -11%
HttQ103 aggreg | -3%[9.22 µM] | 10%[9.22 µM] | -5% | -11%[9.22 µM] | -1% | -25% | -13% | 2% | 16% | 7% | 18% | -19%[9.22 µM]
LMNA splice mod | -8%[46 µM] | . | -14% | . | -6% | -3% | -13% | -7% | -11%[46 µM] | 8% | 2% | .
KinaseGlo FLuc | 5% | . | 2% | . | -1% | 5% | -3% | 3% | 0% | 0% | -2% | .

Compound profiles (already shown). Order of values: NPSR antag	IMPase Li cell	Epigenetic derep	CBFb-RUNX1 inh	HttQ103 aggreg	LMNA splice mod	KinaseGlo FLuc
Profile of `Cc1cc(C)n2nc(SCc3ccccc3)nc2n1` → -1%[7.67 µM]	.	1.1%	2%	10%[9.22 µM]	.	.
Profile of `Cc1ccc(NC(=O)/C(=C/c2cccc([N+](=O)[O-])c2)NC(=O)C2CCCCC2)cc1` → -12%[46.1 µM]	17%[38.3 µM]	0.0%	-3%	-13%	-13%	-3%

Some of the compounds tested; the hit share may differ from the screen's.
